VIM-2 inh: inhibitors of Pseudomonas aeruginosa VIM-2 metallo-beta-lactamase. purified VIM-2, nitrocefin hydrolysis, epi-absorbance fluorescence. inhibition, % at 5.6 µM. hit rate 0.89% among 290,000. AID 1527;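 active = inhibition above the mean of all tested compounds plus 3 SD, cutoff set per screening run, cut at about 7.5% in these data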;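 note: red hydrolysis product quenches plate fluorescence so inhibitors raise well fluorescence; 0% = enzyme with DMSO and 100% = DMSO without enzyme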
OXTR agonist: agonists of human oxytocin receptor; P30559; CHO-OTR cells, Fluo-8 calcium fluorescence; normalized: DMSO 0%, oxytocin 100%; activation, % at 3 µM; hit rate 0.32% among 320,000; AID 2435;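 active = activation above the mean of all tested compounds plus 3 SD, cutoff set per screening run, cut at about 20% in these data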;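 note: peak over basal fluorescence ratio from a 100 s FLIPR kinetic read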
NS3 helicase inh: blocks Hepatitis C virus NS3 helicase unwinding. NS3 helicase DNA unwinding, Cy5 molecular beacon fluorescence. inhibition, % at 10.9 µM. hit rate 0.56% among 290,000. AID 1800;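 active = inhibition above the mean of all tested compounds plus 3 SD, set per campaign, cut at about 35% in these data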;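 note: 0% = DMSO wells and 100% = thioflavine S control wells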
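assay system = NS3 helicase fragment of HCV | buffer or medium = MOPS pH 6.5, MgCl2, DTT, Tween20, BSA | timing = 60 min unwinding reaction at 25 °C after ATP addition | signal = Cy5 beacon fluorescence read at start and 1 h | read-out basis = % inhibition of unwinding | control set = low DMSO, high thioflavine S at 110 µM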
DNA FID counter: displaces DNA intercalator in HCV helicase counter-screen; inhibition, % at 7.9 µM; DNA fluorescent intercalator displacement, fluorescence; hit rate 0.17% among 290,000; in the data active = inhibition above about 37%;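 note: 0% = vehicle and 100% = reference compound; higher means more ethidium bromide displaced from hairpin DNA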
PHOSPHO1 block: blocks human PHOSPHO1 phosphatase activity; inhibition, % at 13.3 µM; hit rate 1.1% among 290,000; AID 1565; recombinant PHOSPHO1, absorbance phosphatase assay; Q8TCT1; in the data active = inhibition above about 60%
GPR7 antag: antagonists of human GPR7 (neuropeptides B/W receptor 1). inhibition, % at 4.4 µM. GPR7-expressing cells, fluorescence antagonist assay. hit rate 1.1% among 290,000; in the data active = inhibition above about 16%, passing the limit was not always enough;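 note: cells stimulated with the agonist NPW; 0% = agonist with vehicle and 100% = vehicle without agonist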
Target sequence (P48145 whole entry, looked up): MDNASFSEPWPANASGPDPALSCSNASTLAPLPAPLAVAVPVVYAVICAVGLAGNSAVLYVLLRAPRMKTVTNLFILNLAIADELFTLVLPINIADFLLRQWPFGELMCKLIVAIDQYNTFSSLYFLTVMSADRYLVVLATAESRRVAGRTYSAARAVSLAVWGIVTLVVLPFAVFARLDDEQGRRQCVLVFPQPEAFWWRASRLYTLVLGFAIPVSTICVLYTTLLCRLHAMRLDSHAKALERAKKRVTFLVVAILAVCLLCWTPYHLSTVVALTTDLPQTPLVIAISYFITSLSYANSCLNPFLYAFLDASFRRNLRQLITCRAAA
V1R ag counter: activates human V1a receptor in oxytocin agonist counter-screen; P37288; CHO-V1R cells, Fluo-8 calcium fluorescence, agonist mode; 0% DMSO, 100% 3 nM vasopressin; activation, % at 3 µM; hit rate 0.25% among 320,000;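 active = activation above the mean activation of all tested compounds plus 3 SD, per screening run, cut at about 20% in these data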;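 note: signal is peak over basal fluorescence ratio across a 100 second FLIPR read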
Target sequence (P37288 whole entry, looked up): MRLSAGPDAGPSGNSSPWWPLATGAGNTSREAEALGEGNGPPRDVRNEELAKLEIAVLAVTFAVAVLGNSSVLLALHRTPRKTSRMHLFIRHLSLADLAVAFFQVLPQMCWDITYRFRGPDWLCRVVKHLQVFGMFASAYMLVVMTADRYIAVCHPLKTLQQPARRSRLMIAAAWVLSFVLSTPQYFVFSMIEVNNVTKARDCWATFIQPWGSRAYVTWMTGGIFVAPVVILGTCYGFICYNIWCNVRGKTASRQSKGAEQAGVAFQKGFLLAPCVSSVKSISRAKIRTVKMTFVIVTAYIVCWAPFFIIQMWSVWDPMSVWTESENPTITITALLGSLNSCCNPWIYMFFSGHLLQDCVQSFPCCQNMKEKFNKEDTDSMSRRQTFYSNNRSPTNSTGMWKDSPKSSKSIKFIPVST
IMP-1 inh: inhibitors of Pseudomonas aeruginosa IMP-1 metallo-beta-lactamase | purified IMP-1, nitrocefin hydrolysis, epi-absorbance fluorescence | hit rate 0.45% among 290,000 | inhibition, % at 5.6 µM;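 active = inhibition above the mean plus 3 SD of all compounds in the same screening run, cut at about 4.5% in these data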;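 note: 0% = IMP-1 with DMSO and 100% = DMSO wells lacking enzyme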
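System – purified recombinant IMP-1 beta-lactamase · Input – IMP-1 dispensed at 0.2 nM · Timing – 15 min preincubation plus 25 min reaction at 25 °C · Signal – Epi-absorbance fluorescence, 480 nm excitation, 530 nm emission · Measure – percent IMP-1 inhibition derived from blank-referenced optical density · Controls – Enzyme-plus-DMSO low control, enzyme-free DMSO high control · Replication – singlicate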
GalR3 antag: blocks the human galanin receptor 3 | O60755 | HEK293 GalR3-CNG cAMP membrane potential fluorescence; galR3 body fused to GalR1 C-terminus | inhibition, % at 3 µM | hit rate 0.44% among 360,000 | AID 651719;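 active = inhibition above the screen-wide average plus 3 SD, cut at about 13% in these data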;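 note: forskolin and galanin both at EC90 stimulate the cells; cAMP rise reported by CNG channel membrane potential dye signal; 0% = forskolin plus galanin with DMSO and 100% = forskolin alone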
* = called active by the depositor; · = no result given.

SMILES	VIM-2 inh	OXTR agonist	NS3 helicase inh	DNA FID counter	PHOSPHO1 block	GPR7 antag	V1R ag counter	IMP-1 inh	GalR3 antag
O=C(NC(=S)Nc1ccc(Cl)c(C(=O)O)c1)c1cncc(Br)c1	-3.3	-0.5	6	-3	5	2	-0.2	-1.3	-9
COc1ccc(CNC(=O)CCNS(=O)(=O)c2ccc(Cl)cc2)cc1	-2.5	1.2	5	-10	14	0	2.8	-1.0	-7
COc1cc(/C=N/NC(=O)Nc2ccccc2)ccc1OCCOc1ccccc1C	-2.3	-0.5	3	1	-10	-12	-0.5	-0.6	-6
COc1cccc(/C=N/NC(=O)c2cc(-c3cccn3C)n[nH]2)c1O	-2.8	0.4	15	-12	6	-11	1.8	-3.1	8
O=C(Nc1ccc(S(=O)(=O)Nc2ccccc2)cc1)C1CC1	-1.2	·	4	-5	31	-16	·	-3.7	-1
N=C1C(=O)OCC1c1ccccc1NC(=O)Nc1ccccc1 (stereo unspecified)	-5.8	-0.5	7	2	27	-3	-0.9	-3.1	0
Cc1cc(C)n(CC(=O)N2N=C(C(F)F)CC2(O)C(F)F)n1 (stereo unspecified)	-1.7	-0.7	0	-2	4	4	-0.5	-4.9	1
CNC(=O)c1ncoc1-c1ccc(Cl)cc1	-0.4	-1.6	-10	-2	4	-21	-0.6	-1.4	-1
O=C(O)CC1C(=O)NCCN1Cc1ccc(F)c(F)c1 (stereo unspecified)	-2.4	-0.5	-1	-2	-17	-1	-0.3	-3.2	1
CCN(Cc1ccccc1)S(=O)(=O)c1ccc(C(=O)Nc2nnc(C)o2)cc1	-7.5	0.9	14	-47	24	-11	1.4	-3.8	3
CN1CCc2c(sc3c2C(=O)NC(c2ccc4c(c2)OCO4)N3)C1 (stereo unspecified)	·	0.1	·	·	-30	·	0.8	·	-7
Nn1c(SCc2cc([N+](=O)[O-])cc3c2OCOC3)nnc1-c1ccccn1	-1.6	-0.2	-6	-1	-4	-11	-1.0	-0.4	-7
COc1cccc(-c2c(NC(=O)c3ccco3)n(-c3ccc(C)cc3)nc(C)c2=O)c1	-1.9	1.4	3	-7	15	-11	0.1	-1.1	-5
CCOC(=O)C(NC(=O)CC)(Nc1ccc(S(=O)(=O)Nc2onc(C)c2C)cc1)C(F)(F)F (stereo unspecified)	-4.9	-0.2	4	1	28	-11	0.4	-6.2	-5
O=C(NNS(=O)(=O)c1ccccc1)c1ccncc1	-2.3	0.2	0	2	12	-6	0.7	-0.9	-2
NC(=O)Cc1ccc(C(=O)c2ccc(Cl)cc2)s1	-1.5	0.9	4	-5	-7	8	1.3	-1.9	-2
CCCCN(C)CCCNC(=O)c1cn(CC)c2ccc(S(=O)(=O)N3CCOCC3)cc2c1=O	-1.0	0.7	2	10	40	-9	-1.0	0.0	0
Cc1ccc(NC(=O)CN(C)Cc2nc3ccccc3c(=O)[nH]2)c(Br)c1	-4.8	1.0	2	-22	1	2	1.1	-2.9	6
CNc1nc2[nH]c(=O)c3c(c2s1)OC(N)=C(C#N)C3c1cccc(F)c1 (stereo unspecified)	-1.7	-0.6	5	-5	33	2	0.6	-2.3	2
CCOc1cc(C(=O)Nc2ccc3c4c(cccc24)C(=O)N3CC)cc(OCC)c1OCC	0.2	-0.8	-16	-20	16	-3	-0.6	-1.0	-6
Cc1onc(-c2ccccc2)c1C(=O)NC(=S)NNC(=O)c1ccco1	-1.2	18	0	-11	-91	-22	20	-4.5	-2
CC(Sc1nnc(NC(=O)c2cc3ccccc3oc2=O)s1)c1ccccc1 (stereo unspecified)	-0.2	0.5	-4	1	10	-14	1.4	-2.7	-1
CCOC(=O)Cc1csc(/N=C/c2c(O)n(-c3ccc(C)cc3C)c(=O)c3ccccc23)n1	-3.5	2.9	-9	-6	-13	-9	0.2	-3.4	2
CCc1ccccc1OCCCN1CCCC1	-1.5	0.7	5	6	35	-12	1.3	-1.6	-2
CCOC(=O)C1CCN(c2nc(-c3ccc(C)cc3)nc3ccccc23)CC1	-1.4	-1.6	10	6	-15	-11	0.4	-1.4	1

Brought forward from above: 2 entries, then new ones.
SMILES	VIM-2 inh	OXTR agonist	NS3 helicase inh	DNA FID counter	PHOSPHO1 block	GPR7 antag	V1R ag counter	IMP-1 inh	GalR3 antag
CCc1ccccc1OCCCN1CCCC1	-1.5	0.7	5	6	35	-12	1.3	-1.6	-2
CCOC(=O)C1CCN(c2nc(-c3ccc(C)cc3)nc3ccccc23)CC1	-1.4	-1.6	10	6	-15	-11	0.4	-1.4	1
CSc1cccc(CN2CCC(CCC(=O)NC3CC3)CC2)c1	-1.4	0.8	-13	-7	14	-8	0.7	-3.4	-3
O=c1cc(CSc2nc3cc(Cl)ccc3o2)nc2sccn12	-1.2	0.9	6	-1	2	-1	-0.3	-2.7	2
O=C(NCCn1ccc2ccccc21)C1CCCCC1	2.4	-0.6	-5	-1	24	9	-0.9	-1.8	·
CCOC(=O)c1sc(C)c(C(=O)NC2CCCCC2)c1N	-1.1	-1.5	4	-8	18	1	-1.5	-1.6	2
CC(C)S(=O)(=O)c1csc(NC(=O)Nc2ccc(Cl)cc2)c1	-2.1	10	-10	1	16	-3	17	0.1	0
CNC(=O)CSc1nnc(-c2cccnc2)n1-c1ccc(C)cc1	2.4	0.8	5	-7	41	1	0.2	-1.8	-3
Cc1cc(NC(=O)C(C)Sc2nc(-c3ccccc3)cc(=O)[nH]2)no1 (stereo unspecified)	0.0	-0.5	4	-16	12	0	-0.5	-2.1	-9
CCOC(=O)Cc1csc(NC(=S)NC(=O)c2ccccc2C)n1	-2.5	-0.6	2	-14	36	-1	0.8	-3.0	2
COC(=O)C1(C)NC(c2ccc(Cl)cc2)C2C(=O)N(c3ccccc3)C(=O)C21 (stereo unspecified)	-1.6	0.0	6	-12	40	-15	0.1	-4.0	12
Cc1ccccc1S(=O)(=O)Cc1ccc(C(=O)NC(C)c2ccc3c(c2)OCCO3)o1 (stereo unspecified)	-0.8	1.7	-15	-25	1	-10	1.1	-3.1	-1
COc1ccc(N)cc1-n1cnnn1	-1.2	0.3	-1	0	-11	-13	0.7	-1.9	-4
Cn1c(=S)[nH]c2cccnc21	-0.3	0.8	-6	2	25	-11	0.2	-7.8	7
CCCCCCNC(=O)c1c(O)c2ccccc2[nH]c1=O	-3.3	-0.7	-5	-2	-42	-6	0.5	0.0	-1
O=c1[nH]c2ccc(Cl)cc2c(O)c1-c1ccccc1	-0.3	-1.2	3	3	21	-7	-1.0	-2.2	-2
CCCCCC(=O)Nc1ccc(S(=O)(=O)Nc2cc(OC)nc(OC)n2)cc1	-4.2	·	2	-17	39	-12	·	-2.1	-4
Cc1cc(C)n(C(=O)CN2C(=O)c3ccccc3C2=O)n1	-2.7	-0.3	-1	-3	-6	-15	-0.1	-2.5	-9
Cc1ccc(NC(=O)C(Cc2ccccc2)n2cccc2)cc1 (stereo unspecified)	-2.1	-2.3	7	-13	13	-12	-1.7	-1.9	-3
Cc1ccccc1-n1c(SCc2c(C)noc2C)nnc1-c1ccncc1	-5.8	-0.4	-1	-24	14	-8	0.4	-1.1	-6
CCC(=O)c1ccc(OCC(=O)N2CCN(c3ccccn3)CC2)cc1	-2.0	-0.3	3	-27	48	-14	0.8	-1.5	-2
CSc1ccc(CN(C)C(=O)c2cccc(S(=O)(=O)NCc3ccccc3)c2)cc1	-1.4	9.4	-13	-33	0	8	11	-3.6	-3
COc1ccc(CN2C(=O)/C(=C/c3ccncc3)SC2=S)cc1	-1.3	-1.6	3	-8	3	9	0.1	0.0	2
Cc1cc(/C=N/n2cnnc2)c(C)n1-c1cc(Cl)ccc1Cl	-0.6	-2.1	-7	-18	-2	1	-0.2	-0.4	-3
COc1ccc(N(CC(=O)NN=C2CCN(C)CC2)S(=O)(=O)c2ccccc2)c(OC)c1	0.3	-1.8	-1	-25	16	4	-0.8	-4.4	-5
COc1ccc(-c2nc3ccccc3c(=O)n2-c2c(C)n(C)n(-c3ccccc3)c2=O)cc1	-2.0	-0.2	-34	-20	24	-11	0.1	-3.8	-2
O=C(Nc1ccccc1)c1cc([N+](=O)[O-])ccc1Cl	·	-2.3	·	·	-28	·	-1.0	·	-1
O=C(Cn1ncc(Cl)c(Cl)c1=O)c1ccc(Cl)cc1	-2.1	-2.8	-4	2	-14	8	-1.4	0.6	-1
CC12CS(=O)(=O)CC1SC(=S)N2c1ccccn1 (stereo unspecified)	0.1	0.5	10	4	27	-7	1.9	0.2	-2

Compounds from the list above that contain an aryl thioether with sulfur outside any ring:
SMILES	VIM-2 inh	OXTR agonist	NS3 helicase inh	DNA FID counter	PHOSPHO1 block	GPR7 antag	V1R ag counter	IMP-1 inh	GalR3 antag
Nn1c(SCc2cc([N+](=O)[O-])cc3c2OCOC3)nnc1-c1ccccn1	-1.6	-0.2	-6	-1	-4	-11	-1.0	-0.4	-7
CC(Sc1nnc(NC(=O)c2cc3ccccc3oc2=O)s1)c1ccccc1 (stereo unspecified)	-0.2	0.5	-4	1	10	-14	1.4	-2.7	-1
CSc1cccc(CN2CCC(CCC(=O)NC3CC3)CC2)c1	-1.4	0.8	-13	-7	14	-8	0.7	-3.4	-3
O=c1cc(CSc2nc3cc(Cl)ccc3o2)nc2sccn12	-1.2	0.9	6	-1	2	-1	-0.3	-2.7	2
CNC(=O)CSc1nnc(-c2cccnc2)n1-c1ccc(C)cc1	2.4	0.8	5	-7	41	1	0.2	-1.8	-3
Cc1cc(NC(=O)C(C)Sc2nc(-c3ccccc3)cc(=O)[nH]2)no1 (stereo unspecified)	0.0	-0.5	4	-16	12	0	-0.5	-2.1	-9
Cc1ccccc1-n1c(SCc2c(C)noc2C)nnc1-c1ccncc1	-5.8	-0.4	-1	-24	14	-8	0.4	-1.1	-6
CSc1ccc(CN(C)C(=O)c2cccc(S(=O)(=O)NCc3ccccc3)c2)cc1	-1.4	9.4	-13	-33	0	8	11	-3.6	-3
